Source: PubChem BioAssay
BoNT A protease = BoNT A light chain protease inhibition; inhibition, % at 10 µM; multiplex microsphere protease substrate cleavage, flow cytometry; actives 0.17% (n = 360,000); also: plate controls were buffer without enzyme for full effect and enzyme alone for no effect
TcdB inh = TcdB glycohydrolase inhibition; TcdB glycohydrolase enzymatic assay, plate reader; inhibition, % at 9.99 µM; actives 0.24% (n = 350,000); P18177; in the data active = inhibition above about 10%
DUSP3 inh = inhibitors of human VHR1 phosphatase (DUSP3); inhibition, % at 13.3 µM; recombinant VHR phosphatase, pNPP absorbance; AID 1654; actives 0.52% (n = 290,000); in the data active = inhibition above about 50%; also: some compounds called inactive have numbers as strong as hits
Target sequence (P51452 whole entry, looked up): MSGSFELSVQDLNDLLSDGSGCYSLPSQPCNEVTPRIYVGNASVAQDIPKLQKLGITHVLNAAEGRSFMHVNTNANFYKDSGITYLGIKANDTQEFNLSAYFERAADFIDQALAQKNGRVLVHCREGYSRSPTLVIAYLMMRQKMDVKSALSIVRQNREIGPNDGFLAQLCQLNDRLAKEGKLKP
CCHF vOTU inh = CCHFV vOTU protease inhibition; AID 651958; inhibition, % at 11.5 µM; Pep-AMC fluorescence; actives 0.55% (n = 370,000); in the data active = inhibition above about 30%; also: 0% = vehicle wells with enzyme and 100% = no enzyme wells
PfHsp40 rescue = rescue of PfHsp40-mediated yeast toxicity | S. cerevisiae expressing PfHsp40, growth rescue, ATP luminescence | growth rescue, % at 12.5 µM | actives 0.68% (n = 340,000); in the data active = growth rescue above about 28%, passing the limit was not always enough; inconclusive = no clear call, values can overlap the other calls;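 also: yeast W303a lacking pdr1 and pdr3 grown in galactose medium; growth measured after three days at 30 °C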
Anthrax LF prot = blocks Bacillus anthracis lethal factor protease. P15917. multiplex microsphere protease cleavage assay, LF. inhibition, % at 10 µM. actives 0.12% (n = 360,000). AID 588501; also: plate controls were buffer without enzyme for full effect and enzyme alone for no effect
Target sequence (P15917 whole entry, looked up): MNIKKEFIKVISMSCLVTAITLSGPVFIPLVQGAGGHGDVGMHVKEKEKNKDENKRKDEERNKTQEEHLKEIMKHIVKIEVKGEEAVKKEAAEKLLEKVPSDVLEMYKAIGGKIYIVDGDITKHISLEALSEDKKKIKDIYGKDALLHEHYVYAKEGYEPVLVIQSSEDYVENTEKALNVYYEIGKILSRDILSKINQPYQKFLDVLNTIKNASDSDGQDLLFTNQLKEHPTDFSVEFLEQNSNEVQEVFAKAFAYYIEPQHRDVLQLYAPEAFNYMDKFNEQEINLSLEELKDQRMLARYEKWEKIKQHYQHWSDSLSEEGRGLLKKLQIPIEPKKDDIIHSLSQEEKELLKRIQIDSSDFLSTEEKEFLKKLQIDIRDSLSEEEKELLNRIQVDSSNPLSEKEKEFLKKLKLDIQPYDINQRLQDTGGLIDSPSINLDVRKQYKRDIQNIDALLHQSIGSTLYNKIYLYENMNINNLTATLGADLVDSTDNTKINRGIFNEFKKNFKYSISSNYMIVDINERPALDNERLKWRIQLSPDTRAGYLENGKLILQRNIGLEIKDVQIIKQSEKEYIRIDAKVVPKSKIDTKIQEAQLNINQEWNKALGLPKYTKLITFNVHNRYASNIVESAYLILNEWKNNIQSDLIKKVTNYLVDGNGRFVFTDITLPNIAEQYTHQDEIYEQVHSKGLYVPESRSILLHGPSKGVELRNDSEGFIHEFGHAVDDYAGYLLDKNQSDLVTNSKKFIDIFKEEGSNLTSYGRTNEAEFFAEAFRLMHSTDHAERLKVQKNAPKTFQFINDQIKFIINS
3CLpro inhibitor = SARS-CoV 3CLpro protease inhibition | recombinant SARS-CoV 3CLpro, quenched FRET peptide cleavage | inhibition, % at 6 µM | AID 1706 | actives 0.14% (n = 290,000); in the data active = inhibition above about 12%
Yp Topo-I inh = inhibitors of Yersinia pestis topoisomerase I; Y. pestis Topo-I cleavage product accumulation, plate reader; actives 0.064% (n = 360,000); activity, % at 10 µM; in the data active = activity above about 50%, passing the limit was not always enough; inconclusive = no clear call, values can overlap the other calls; also: inactives centre near 2
PriA SSB inh = K. pneumoniae PriA-SSBct interaction inhibition | AlphaScreen SSBct-PriA binding, biotinylated peptide | inhibition, % at 33 µM | actives 0.6% (n = 430,000) | AID 1272365; in the data active = inhibition mostly above about 37%, no sharp cut-off; inactive = mostly below about 20%;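 also: plate controls were negative control peptide for no effect and reference peptide for full effect; strong numbers were not always called active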
Vc quorum ag = quorum light induction in luxS cqsA deficient V. cholerae; V. cholerae BH1578 lux reporter, luminescence, 6 h; activation, % at 18.7 µM; actives 0.16% (n = 350,000); AID 588436; in the data active = activation mostly above about 9.7%, no sharp cut-off; inconclusive = no clear call, values can overlap the other calls; inactive = mostly below about 3.7%; also: not every result past the cut was called active; inactives centre near 0; reference of the scale not given here
An asterisk follows results filed as active; i = inactive; ? = inconclusive; . = no result given; & = joins results of further samples. Rule as the data show it, unless noted: active = inhibition above about 30%; inconclusive = no clear call, values can overlap the other calls; inactive = below that.

SMILES | BoNT A protease | TcdB inh | DUSP3 inh | CCHF vOTU inh | PfHsp40 rescue | Anthrax LF prot | 3CLpro inhibitor | Yp Topo-I inh | PriA SSB inh | Vc quorum ag
O=C(CC1Sc2ccccc2NC1=O)NNc1ccc(Cl)cc1Cl (stereo unspecified) | 1.0 | 5.0 | . | 9 | 1.7 | -5 | . | 21 | 3 | -0.4
COC(=O)c1ccccc1NC(=O)C1CCCC1 | 0.5 | . | 0 | -14 | 0.9 | 11 | 1 | 2 | -21 | -0.5
COc1ccc(S(=O)(=O)Nc2cccnc2)c(C)c1C | -0.2 | 0.8 | 24 | 1 | -0.8 | -9 | -1 | 3 | -2 | i
COC(=O)C1=C(C)N(CCCC(=O)O)C(=O)NC1c1ccc(C(F)(F)F)cc1 (stereo unspecified) | -0.7 | 0.7&-0.6 | 40 | -3 | 0.0 | -2 | -3 | 8 | -8 | -0.4
O=C1CC(c2ccccc2)CC(=O)N1c1ccccc1 | -1.0 | 1.1 | 13 | -11 | 0.3 | -1 | 2 | 4 | -2 | 7.1
COc1cc(C(=O)NCCOc2ccc(Cl)cc2)ccc1OCc1c(C)noc1C | 1.8 | -1.1 | . | 7 | 0.8 | 9 | . | -7 | -1 | i
CCNC(=O)O/N=C(\C)c1sc(-c2ccccc2)nc1C | -0.3 | . | 4 | 5 | 0.0 | -3 | 2 | 2 | . | i
CC(=O)c1ccccc1OC(=O)c1ccc([N+](=O)[O-])o1 | 1.8 | 1.9 | 18 | -3 | -0.2 | -18 | -1 | 5 | -12 | -0.6
Fc1ccc(C(c2nnnn2C2CCCC2)N2CCN(Cc3ccccc3)CC2)cc1 (stereo unspecified) | 1.6 | . | 8 | 6 | -0.3 | 3 | 0 | 16 | -2 | 3.8
COc1ccc(N2CCN(c3cncc(C)n3)CC2)cc1 | -0.4 | 1.4 | . | -9 | . | 2 | . | 0 | . | i
Nc1nc(SCCN2C(=O)c3ccccc3C2=O)n[nH]1 | ? | -0.3 | 21 | -6 | 2.2 | -11 | 7 | 4 | 3 | 1.3
COC(=O)c1ccc2nc(-c3ccc(C)cc3)c(Cc3ccc(OC)cc3C)n2c1 | 0.7 | -0.1 | . | 8 | . | 2 | . | . | . | .
COc1ccc(CNc2nc(C)cc(C)c2C#N)cc1 | . | 2.0 | -10 | -13 | -1.3 | . | 0 | 1 | -21 | -0.8
Cc1cc(=O)n(C)c2ccccc12 | -1.5 | -0.3 | 2 | 0 | 0.4 | -3 | 4 | 0 | -8 | -0.2
COc1ccc(OCC(O)CN(C)C(=O)/C=C/c2cccc([N+](=O)[O-])c2)cc1 (stereo unspecified) | -0.3 | -9.2 | 1 | 15 | -0.5 | -2 | 0 | -7 | 1 | -0.3
Cc1ccc(NS(=O)(=O)c2ccc3[nH]c(=O)[nH]c3c2)cc1 | -0.4 | -0.8 | -20 | 3 | 0.2 | 0 | -5 | -6 | 2 | -2.4
COc1ccc(Cl)cc1NC(=O)N1CCN(CCc2ccccc2)CC1 | -1.3 | 1.3 | 1 | 3 | 0.1 | -2 | -4 | 6 | -9 | -0.4
COC(=O)c1ccc(NCc2cc(O)ccc2O)cc1O | -0.3 | -66 | . | -12 | 4.6 | -9 | . | -1 | 10 | .
O=C(O)CCc1ccc(-c2ccc(F)cc2)n1CCC(=O)O | 1.6 | . | 5 | -11 | 1.0 | 1 | -3 | 7 | 0 | -1.7
O=C(Nc1cc(C(=O)N2CCCC2)ccc1N1CCCC1)c1ccccc1F | 0.0 | . | 37 | -14 | -0.3 | 0 | -2 | 20 | 10 | i
O=C(CCC(=O)Nc1cccc2ccccc12)N/N=C/c1ccco1 | 0.0 | 0.2 | -4 | 15 | -0.9 | 1 | 0 | 3 | . | i
Oc1ccc(N=Cc2ccc(-c3cccs3)s2)cc1 | 1.4 | . | 6 | -311 | -0.3 | -1 | -3 | 6 | 33 | -0.2
O=C(CCNS(=O)(=O)c1ccc(Br)cc1)NC1CCC(O)CC1 (stereo unspecified) | -0.6 | -0.2 | . | 3 | -1.7 | 1 | . | 4 | -8 | -2.0
CC1CCCC(C)N1C(=O)COC(=O)Cc1ccc(Cl)cc1 (stereo unspecified) | 0.8 | -2.0 | . | -12 | -0.4 | -2 | -1 | 21 | -9 | i
COc1ccccc1N(CC(O)CN1CCC(C)CC1)S(=O)(=O)c1ccccc1 (stereo unspecified) | -0.6 | 0.0 | 71 | 2 | 0.1 | 2 | -2 | -4 | -11 | -1.6
Cc1ccccc1CSc1ccc2nnc(-c3ccccn3)n2n1 | 0.0 | 1.7 | 21 | -1 | 0.3 | 0 | 1 | 31 | -10 | -0.2
COc1ccc(CCNc2ccc(C(CC(N)=O)NC(=O)c3cc(OC)ccc3OC)cc2[N+](=O)[O-])cc1 (stereo unspecified) | 0.4 | -1.5 | 17 | 4 | 0.4 | -6 | 3 | 26 | 23 | 2.1
Cc1ccc(Cc2c(C3CCCCC3)nc3c4ccccc4ccn23)cc1 | 1.0 | -0.7 | . | 4 | . | 2 | . | . | . | .
CC1=NN(c2ccccc2)C(=O)/C1=C/c1ccc[nH]1 | -1.2 | . | -4 | 12 | -0.6 | -4 | 1 | 0 | 104 | i
CCCC[C@H]1COCCS(=O)(=O)N1Cc1ccc(C)cc1 | -0.1 | 2.4 | 17 | 16 | -0.9 | 3 | 1 | 0 | 1 | 0.0
Cc1ccc(-c2cn(-c3ccc(SC(F)F)cc3)c3[n+]2CCC3)cc1 | 0.6 | . | 13 | 1 | -0.5 | -1 | 0 | 10 | 7 | -0.7
CCc1nnc(NS(=O)(=O)c2ccc(NC(=O)c3ccccc3C)cc2)s1 | -0.8 | -0.1 | -5 | -6 | 1.9 | 1 | -2 | 1 | -4 | -4.8
COc1ccccc1CNC(=O)COC(=O)CSc1ccc(F)cc1 | 0.6 | -0.8 | . | 5 | -2.1 | 5 | . | 15 | -4 | -0.2
CC1(C)NCCN2C(=O)CSC21 (stereo unspecified) | -0.5 | . | 2 | 25 | -0.4 | 0 | -8 | -2 | -3 | i
Cc1ccc(NC(=O)C2=CCN(S(=O)(=O)c3ccc(F)cc3)CC2)cc1 | 0.1 | 1.2 | -11 | -2 | 0.3 | -4 | 1 | 5 | -14 | -0.7
CSCCC(NC(=O)c1ccccc1Cl)C(=O)N1CCN(C(C)=O)CC1 (stereo unspecified) | 0.1 | -2.5 | . | 5 | -0.3 | 0 | . | 0 | -2 | -0.3
O=[N+]([O-])c1cccc(/C=C/c2nc[nH]c2[N+](=O)[O-])c1 | 0.6 | 1.1 | 6 | 12 | 0.6 | -3 | -2 | 0 | 5 | -0.4
CSc1ccc(CN(C)CC(=O)Nc2ccc(NC(C)=O)cc2)cc1 | -1.3 | 1.0 | 15 | -1 | -0.9 | -4 | -1 | -7 | 3 | -0.5
CN1C(=O)C(=Cc2ccc(OCCN(C)c3ccccn3)cc2)C(=O)N(C)C1=O | -0.4 | -0.2 | 24 | 6 | -2.2 | -6 | -2 | -7 | -8 | i
CCCCC1(c2ccc(F)cc2)NC(=O)N(CC(=O)N2CCN(C(=O)c3ccco3)CC2)C1=O (stereo unspecified) | 1.1 | 1.5 | 19 | -2 | -0.9 | 4 | -3 | 16 | -4 | 1.0
OCC1(CCc2ccccc2)CCN(Cc2ccccc2Cl)CC1 | 0.0 | 2.6 | 9 | 8 | 0.8 | -3 | -1 | 15 | 12 | 1.4
O=[N+]([O-])c1ccc2n[nH]nc2c1 | -0.3 | . | 20 | 9 | -1.0 | -1 | 0 | 5 | -12 | -5.9
Cc1ccc(C(=O)Nc2nc(-c3ccccn3)cs2)cc1S(=O)(=O)N1CCOCC1 | 0.1 | 2.1 | . | 6 | 0.1 | -2 | . | -2 | 43* | -0.2
O=S1(=O)N=C(c2ccccc2)c2ccccc21 | 0.5 | -0.6 | . | -4 | 0.2 | -6 | . | 3 | 3 | -0.3
O=c1c2ccccc2nc(/C=C/c2ccc(O)c(O)c2)n1-c1ccccc1 | . | 0.6 | 28 | 17 | -0.5 | . | -5 | -5 | -5 | i
COc1ccc(NC(=O)c2ccc3c(c2)C(=O)N(Cc2cccnc2)C3=O)cc1 | 0.1 | 0.8 | 28 | -5 | -1.6 | 1 | 2 | 3 | -1 | .
O=C(CCC(=O)c1cccs1)NCc1ccccc1Cl | -0.7 | 1.5 | . | 4 | -0.6 | 5 | . | -4 | 0 | -3.8
O=c1[nH]cc(CCc2ccccc2)c(=O)[nH]1 | -0.7 | 0.5 | . | 4 | . | 0 | . | -2 | . | -0.7
COc1cc(C(C)=O)ccc1OCC(O)CN1CCN(c2ccccn2)CC1 (stereo unspecified) | 1.8 | 0.2 | 23 | 0 | 1.4 | -6 | 4 | 4 | 3 | -0.5
O=c1c[n+]([O-])c2ccccc2n1OCc1ccccn1 | 0.2 | . | 0 | 14 | -0.7 | -3 | 3 | 4 | -19 | 0.5
CC(C)CN(C(=O)COC(=O)c1c(Cl)ccc(Cl)c1Cl)C1CCS(=O)(=O)C1 (stereo unspecified) | -0.6 | -0.5 | 4 | -8 | 0.5 | -6 | 1 | 3 | -5 | -0.5
Cc1ccc(NC(=O)Cc2nc(-c3c[nH]c(C(=O)N4CCCC4)c3)cs2)c(C)c1 | 1.6 | -0.6 | . | 9 | 0.2 | -7 | . | 8 | 16 | -10
COC(=O)c1sc2ncccc2c1OCc1ccc(Cl)cc1Cl | 0.7 | . | 3 | -7 | 0.9 | -1 | 6 | 12 | -7 | i
O=C(COC(=O)C1CCN(S(=O)(=O)c2ccc(Cl)c(C(F)(F)F)c2)CC1)NCC1CCCO1 (stereo unspecified) | 0.0 | 1.8 | . | 1 | . | -6 | . | 2 | . | -0.7
O=C1c2ccccc2-c2cccc(C(=O)N3CCN(C(=O)c4ccccc4)CC3)c21 | -0.9 | -0.1 | 9 | 1 | -0.4 | -1 | 7 | 12 | 6 | 0.0

Among those listed so far, 9 contain fluorine:
SMILES | BoNT A protease | TcdB inh | DUSP3 inh | CCHF vOTU inh | PfHsp40 rescue | Anthrax LF prot | 3CLpro inhibitor | Yp Topo-I inh | PriA SSB inh | Vc quorum ag
COC(=O)C1=C(C)N(CCCC(=O)O)C(=O)NC1c1ccc(C(F)(F)F)cc1 (stereo unspecified) | -0.7 | 0.7&-0.6 | 40 | -3 | 0.0 | -2 | -3 | 8 | -8 | -0.4
Fc1ccc(C(c2nnnn2C2CCCC2)N2CCN(Cc3ccccc3)CC2)cc1 (stereo unspecified) | 1.6 | . | 8 | 6 | -0.3 | 3 | 0 | 16 | -2 | 3.8
O=C(O)CCc1ccc(-c2ccc(F)cc2)n1CCC(=O)O | 1.6 | . | 5 | -11 | 1.0 | 1 | -3 | 7 | 0 | -1.7
O=C(Nc1cc(C(=O)N2CCCC2)ccc1N1CCCC1)c1ccccc1F | 0.0 | . | 37 | -14 | -0.3 | 0 | -2 | 20 | 10 | i
Cc1ccc(-c2cn(-c3ccc(SC(F)F)cc3)c3[n+]2CCC3)cc1 | 0.6 | . | 13 | 1 | -0.5 | -1 | 0 | 10 | 7 | -0.7
COc1ccccc1CNC(=O)COC(=O)CSc1ccc(F)cc1 | 0.6 | -0.8 | . | 5 | -2.1 | 5 | . | 15 | -4 | -0.2
Cc1ccc(NC(=O)C2=CCN(S(=O)(=O)c3ccc(F)cc3)CC2)cc1 | 0.1 | 1.2 | -11 | -2 | 0.3 | -4 | 1 | 5 | -14 | -0.7
CCCCC1(c2ccc(F)cc2)NC(=O)N(CC(=O)N2CCN(C(=O)c3ccco3)CC2)C1=O (stereo unspecified) | 1.1 | 1.5 | 19 | -2 | -0.9 | 4 | -3 | 16 | -4 | 1.0
O=C(COC(=O)C1CCN(S(=O)(=O)c2ccc(Cl)c(C(F)(F)F)c2)CC1)NCC1CCCO1 (stereo unspecified) | 0.0 | 1.8 | . | 1 | . | -6 | . | 2 | . | -0.7

Not all compounds are listed; rates above refer to the full screens.
